High-throughput results from PubChem BioAssay.
OX1R antagonist: human HCRTR1 antagonism. CHO/OX1R cells, Fluo-8 calcium fluorescence, orexin A. 0.43% of 330,000 active. inhibition, % at 5 µM. O43613. AID 434989;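 active means inhibition above its plate's threshold, mean inhibition of all tested compounds on the plate plus 3 SD, cut at about 37% in these data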;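 further: 0% = orexin A challenge wells and 100% = SB-334867-A antagonist wells; not every result past the cut was called active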
Target sequence (O43613 whole entry, looked up): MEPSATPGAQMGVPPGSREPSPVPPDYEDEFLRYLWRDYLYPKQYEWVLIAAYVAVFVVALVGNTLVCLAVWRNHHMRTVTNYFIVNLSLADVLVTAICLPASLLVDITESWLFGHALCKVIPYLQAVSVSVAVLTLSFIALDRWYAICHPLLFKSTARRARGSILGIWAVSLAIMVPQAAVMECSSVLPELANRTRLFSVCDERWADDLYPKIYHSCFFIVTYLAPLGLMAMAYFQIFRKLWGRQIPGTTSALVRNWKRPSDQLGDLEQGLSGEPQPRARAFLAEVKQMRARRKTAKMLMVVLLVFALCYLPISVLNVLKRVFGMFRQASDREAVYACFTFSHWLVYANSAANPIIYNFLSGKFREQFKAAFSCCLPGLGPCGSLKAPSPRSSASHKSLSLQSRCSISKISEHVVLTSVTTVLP
CHT allo act: allosteric activators of human choline transporter CHT | Q9GZV3 | CHT-expressing cells, membrane potential dye, choline EC20; active compounds read high; LV-AA mutant CHT in HEK293 cells | B-score at 10 µM | 0.49% of 310,000 active | AID 488977;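 active means initial fluorescence not abnormally high and integrated response B-score, plate-corrected, over 3 SD above library mean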
Target sequence (Q9GZV3 whole entry, looked up): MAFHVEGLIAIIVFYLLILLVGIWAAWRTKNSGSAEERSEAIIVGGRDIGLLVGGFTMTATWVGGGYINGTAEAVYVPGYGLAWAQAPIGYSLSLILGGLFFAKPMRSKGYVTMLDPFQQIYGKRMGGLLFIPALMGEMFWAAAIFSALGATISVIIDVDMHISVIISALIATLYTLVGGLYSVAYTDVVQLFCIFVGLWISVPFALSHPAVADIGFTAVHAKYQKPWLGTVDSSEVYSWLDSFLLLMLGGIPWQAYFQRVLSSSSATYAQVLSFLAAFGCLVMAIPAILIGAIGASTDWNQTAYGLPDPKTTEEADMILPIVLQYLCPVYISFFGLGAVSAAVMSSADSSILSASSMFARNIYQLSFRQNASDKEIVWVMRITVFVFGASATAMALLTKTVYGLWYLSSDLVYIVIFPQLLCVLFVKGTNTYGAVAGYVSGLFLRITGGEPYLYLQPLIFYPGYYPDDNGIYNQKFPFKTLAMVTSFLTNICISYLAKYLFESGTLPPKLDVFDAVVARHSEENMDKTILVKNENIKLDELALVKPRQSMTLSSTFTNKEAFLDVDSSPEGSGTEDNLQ
Active calls of the source: *; i = inactive; · = no result given.

SMILES	OX1R antagonist	CHT allo act
Cc1ccc(S(=O)(=O)NN2C(=O)/C(=C/c3ccc(C(=O)O)cc3)SC2=S)cc1	-4	i
O=C(C(=O)N1CCc2ccccc2C1)c1cn(CC(=O)N2CCCC2)c2ccccc12	-10	i
Cn1c(N)c(C(=O)COC(=O)CC2CC3CCC2C3)c(=O)n(C)c1=O (configuration not stated)	-3	i
CC1(C)S[C@@H]2[C@H](NC(=O)[C@H](N)c3ccccc3)C(=O)N2[C@H]1C(=O)OC1OC(=O)c2ccccc21 (some centres not stated)	-8	i
CCOc1ccc(CNC(=O)CCc2cn(C)c3ccccc23)cc1OC	-17	i
Cc1cc(C)n(S(=O)(=O)/C=C/c2ccccc2)n1	-3	i
N#Cc1cnn2ccn(C3OC(CO)C(O)C3O)c12 (configuration not stated)	-26	i
O=C(NCCN1CCOCC1)c1cc(Br)ccc1Cl	-1	i
CCN1CCC(=NNC(=O)c2ccco2)CC1	-13	i
Cc1ccc(NC(=O)C2CCN(C(=O)c3ccccc3C)CC2)cc1	-11	i
CC(C)(C)CC(=O)N1CCN(Cc2ccc3c(c2)OCO3)CC1	-9	i
O=C(NCCc1ccc(Cl)cc1)/C(=C/c1cccnc1)NC(=O)c1ccccc1	-24	i
Cc1ccc(-c2nc(-c3cccnc3)sc2CC(=O)Nc2ccc3nc(C)sc3c2)cc1	-27	i
Cc1ccc(CN=C2Nc3ccccc3CS2)cc1	-16	i
CCNC(=O)N1c2ccccc2Sc2ccccc21	2	i
CCC1C(=O)CC(c2ccccc2)NC1c1ccccc1 (configuration not stated)	-37	i
CCn1cc(C(=O)OCC(=O)Nc2c(C)cccc2C)c(=O)c2ccc(C)nc21	-5	i
CCOC(=O)C1CCN(C(=O)Cn2nc(C)c3c(C)n(-c4ccccc4)nc3c2=O)CC1	-15	i
Cc1ccc(Nc2cc(C)nc3ncnn23)c(C)c1	-23	i
COc1ccc2[nH]c(=O)c(CN(Cc3ccccc3OC)Cc3nnnn3CC3CCCO3)cc2c1 (configuration not stated)	-16	i
CC1=C(C(=O)Nc2ccccc2)C(c2ccc(Cl)cc2)n2c(s/c(=C/c3cccc(OCC(=O)O)c3)c2=O)=N1 (configuration not stated)	-8	i
COc1ccc(CNC(=O)CCSCc2cccc(Cl)c2)c(OC)c1	-25	i
CCn1cc(/C=C(\NC(=O)c2ccccc2F)C(=O)N2CCOCC2)c2ccccc21	-35	i
COc1ccc(/C=C2\SC(=O)N(CCNC(=O)C3CC4C=CC3C4)C2=O)cc1 (configuration not stated)	-26	i
COc1ccc(/C=N/NC(=O)c2ccc3nc[nH]c3c2)cc1	-5	i

Complete entries from above:
Record of O=C(C(=O)N1CCc2ccccc2C1)c1cn(CC(=O)N2CCCC2)c2ccccc12 : OX1R antagonist = -10; CHT allo act = i
Record of CCOC(=O)C1CCN(C(=O)Cn2nc(C)c3c(C)n(-c4ccccc4)nc3c2=O)CC1 : OX1R antagonist = -15; CHT allo act = i

More structures
SMILES	OX1R antagonist	CHT allo act
O=C(Nc1nncs1)c1cccnc1Cl	-7	i
Cc1nonc1NC(=O)CSc1nc2c(C)cccc2cc1C#N	18	i
Cc1ccc(CN2C3=NC(=O)CN3c3ccccc32)cc1	-12	i
O=C(c1ccc2c(c1)OCCO2)N1CCN(S(=O)(=O)c2c(F)cccc2F)CC1	-19	·
CCOC(=O)C1CCCN(S(=O)(=O)c2ccccc2)C1 (configuration not stated)	-21	i
O=C(NCC1CCCO1)/C(=C\c1ccccc1)NC(=O)c1ccccc1 (configuration not stated)	-17	i
O=C(OCC(=O)N1CCOCC1)c1ccc2ccccc2c1	8	·
Cc1ccc(OCC(=O)N/N=C2\CC(=O)CC(C)(C)C2)c(Br)c1	·	i
CCOc1ccc(S(=O)(=O)Nc2ccc3c(c2)OCO3)c2cccnc12	-42	i
O=C(Nc1cc(C(=O)Nc2ccccc2C(=O)O)cc(C(=O)Nc2ccccc2C(=O)O)c1)c1ccccc1	-2	i
COc1ccc(CN2CCSc3sccc3C2=O)cc1	-18	i
CC(O/N=C/c1ccc(OC(F)F)cc1)C(=O)Nc1cccc(S(=O)(=O)N2CCOCC2)c1 (configuration not stated)	-14	i
N#Cc1c(NCCCO)nc(-c2ccccc2)c2c1CCCC2	-12	i
CCOc1ccccc1NC(=S)N(CCN(C)C)C(C)c1ccncc1 (configuration not stated)	-5	i
CN(CC(=O)NCc1ccco1)S(=O)(=O)c1cccc2cccnc12	-7	i
C[C@H](CO)N1C[C@H](C)[C@@H](CN(C)C(=O)Nc2ccccc2)Oc2ccc(NC(=O)C3CCCCC3)cc2C1=O	-8	·
Cn1cc(Br)c(C(=O)Nc2nccs2)n1	-9	i
COc1ccc(CNC(=O)c2ccc(C(C)C)cc2)cc1	-22	i
Cn1c(N)c(C(=O)CSc2nc(N)cc(N)n2)c(=O)n(C)c1=O	-22	i
CCOC(=O)c1sc(/N=C/c2c(C)[nH]n(-c3ccccc3)c2=O)c(C#N)c1C	-14	i
Cc1ccc(-c2nnc(SCC(=O)NC3CCS(=O)(=O)C3)nc2-c2ccc(C)cc2)cc1 (configuration not stated)	-19	i
CCCOC(=O)CC1C(=O)NCCN1C(=O)OC(C)(C)C (configuration not stated)	-8	i
Nc1nonc1-c1noc(COc2ccccc2Cl)n1	-4	i
CCC(=O)OCC(=O)[C@@]1(OC(=O)CC)[C@@H](C)C[C@H]2[C@@H]3CCC4=CC(=O)C=C[C@]4(C)[C@@]3(Cl)[C@@H](O)C[C@@]21C	-34	i
COC(=O)CC1=C(C(=O)OC)[C@@H](c2ccccc2[N+](=O)[O-])C(C#N)=C(N)O1	-17	i

Rewritten bar-delimited: entries from further up.
mol | OX1R antagonist | CHT allo act
COc1ccc(CN2CCSc3sccc3C2=O)cc1 | -18 | i
CCCOC(=O)CC1C(=O)NCCN1C(=O)OC(C)(C)C (configuration not stated) | -8 | i
COc1ccc(CNC(=O)c2ccc(C(C)C)cc2)cc1 | -22 | i

Next section
SMILES	OX1R antagonist	CHT allo act
CCOC(=O)C1CCCCN1C(=O)CCc1nnc(-c2ccc3c(c2)OCO3)o1 (configuration not stated)	-21	i
CN(C)S(=O)(=O)N(CC(=O)Nc1ccccc1)c1ccccc1	-12	i
Cc1onc(-c2ccccc2)c1-c1n[nH]c(=S)n1-c1ccccc1Cl	-17	i
NC(=O)/C(=C\c1cccnc1)NC(=O)c1ccccc1	-2	i
O=[n+]1cc(-c2cc3ccccc3o2)n([O-])c2c1CCCC2	-8	i
CCCCS/C(N)=N/N=C/c1ccccc1O	3	i
CCN1C(C(=O)Nc2cc(C)on2)=C(O)c2ccccc2S1(=O)=O	-3	i
COC(=O)c1nc(N)sc1C	8	i
CCN1C(=O)/C(=C2\C=Cc3cc(C)ccc3N2CC)OC1=S	-18	i
CCOC(=O)C1C(=O)CC(C)(O)C(C(=O)OCC)C1c1ccc(NC(C)=O)cc1 (configuration not stated)	5	i
Fc1ccc(C2=CSC3=NCCN23)cc1	-10	i
O=C(Nc1ccnn1C1CCN(Cc2ccc3nonc3c2)CC1)c1cccc(F)c1	-21	i
COc1nc(OC)nc(N2CCC(C(=O)Nc3cccc4ccccc34)CC2)n1	-12	i
CC(C)[C@H](NC(=O)c1ccco1)C(=O)OCC(=O)Nc1ccc(F)cc1	-16	i
Cc1ccc(-c2noc(/C=C/c3ccccc3)n2)cc1	4	i
O=[N+]([O-])c1ccc(CSc2nnc3ccccn23)cc1	-12	i
CCc1ccc(-c2cc(C)no2)cc1S(=O)(=O)NCCN1CCC(C)CC1	-28	i
CCOc1ccc(CN2CCC(n3nccc3NC(=O)c3ccccc3OC)CC2)cc1	-24	i
O=C(CCCn1c(SCC(=O)NCC2CCCO2)nc2ccccc2c1=O)NCc1ccccc1 (configuration not stated)	-13	i
Cc1cc(C)nc(CCNC(=O)c2cc(COc3ccccc3)on2)n1	-8	i
CCOCCc1nnc(NC(=O)C2CC(=O)N(CCc3ccc(F)cc3)C2)s1 (configuration not stated)	0	i
O=C(NCCN1CCN(Cc2ccccc2)CC1)Nc1cc(Cl)cc(Cl)c1	-15	i
C=CCN1C=CC(=O)CC1	-15	i
COc1cccc2c1CCC(NC(C)=O)C2=O (configuration not stated)	11	i
Cc1ccccc1NC(=S)c1ccc2ccccc2n1	-17	i
Other structures
SMILES	OX1R antagonist	CHT allo act
CC(C)(C)NC(=O)C(c1cccnc1)N(C(=O)c1ccc(Cl)nc1)C1CCCC1 (configuration not stated)	-12	i
O=C(NCC(c1cccs1)N1CCOCC1)c1ccc(Cl)c([N+](=O)[O-])c1 (configuration not stated)	-7	i
COc1ccc(CNC(=O)C2CCN(c3nn4c(=O)cc(C)nc4s3)CC2)cc1	-20	i
COc1ccccc1OCC(=O)NNC(=O)c1cccs1	-1	i
COc1ccc(C)cc1Nc1ccc(C(=O)O)cc1[N+](=O)[O-]	5	i
COc1ccc(S(=O)(=O)Cc2ccc(C(=O)N3CCN(c4ncccn4)CC3)o2)cc1	-15	i
CCN(CC)CCN1C(=O)c2oc3ccccc3c(=O)c2C1c1cccc(Br)c1 (configuration not stated)	-12	i
Cc1ccc(-c2nnc3n2CCCCC3)cc1	2	i
Cc1ccc(/C=C/C(=O)N2CCN(S(=O)(=O)c3cccs3)CC2)o1	-14	i
CC(Oc1cccc(F)c1)C(=O)Nc1ccc(N2CCOCC2)cc1 (configuration not stated)	10	·
Cc1cc(C(=O)CSc2nnc(N)s2)c(C)n1CCc1ccc(Cl)cc1	-27	i
C=CCNc1nc(-c2c(C)nc3sccn23)cs1	-14	i
CCN(CC(=O)NCc1cccs1)S(=O)(=O)c1ccc(C(C)C)cc1	-26	i
CC(=O)c1cc(F)c(N2CCCCCC2)cc1C	-28	i
CCN(CC)S(=O)(=O)c1ccc(N2CC(C(=O)NC3(C)CCS(=O)(=O)C3)CC2=O)cc1 (configuration not stated)	7	·
CC[C@H](C)C(=O)N[C@H]1CCCN1C(=O)/C=C/c1ccccc1	-14	·
COc1ccccc1CNC(=O)COC(=O)Cc1cccs1	-15	i
Cc1ccc(SCCN2CCC(O)CCC2=O)cc1 (configuration not stated)	-5	i
O=C(C1CCC1)N1CCN(c2ccccc2)CC1	-26	i
N#Cc1ccccc1CSc1ncccc1C(=O)O	-44	i
O=C(c1ccc(NS(=O)(=O)c2ccc(F)cc2)cc1)N1CCC1	-13	i
CC/C(=C\C(=O)c1cccnc1)Nc1ccc(C)c(C)c1	-16	i
O=C(CCC(=O)N(CC(=O)NC1CCCCC1)Cc1ccccc1)Nc1nccs1	-3	i
COc1ccc(NC(=O)CN(C)C(=O)c2c(-c3ccccc3Cl)noc2C)cc1	-20	i
CCC1CCc2sc(C(=O)NCC3CCCO3)cc2C1 (configuration not stated)	-31	·

By substructure: those above containing a cyano group
SMILES	OX1R antagonist	CHT allo act
N#Cc1cnn2ccn(C3OC(CO)C(O)C3O)c12 (configuration not stated)	-26	i
Cc1nonc1NC(=O)CSc1nc2c(C)cccc2cc1C#N	18	i
N#Cc1c(NCCCO)nc(-c2ccccc2)c2c1CCCC2	-12	i
CCOC(=O)c1sc(/N=C/c2c(C)[nH]n(-c3ccccc3)c2=O)c(C#N)c1C	-14	i
COC(=O)CC1=C(C(=O)OC)[C@@H](c2ccccc2[N+](=O)[O-])C(C#N)=C(N)O1	-17	i
N#Cc1ccccc1CSc1ncccc1C(=O)O	-44	i

Next part:
SMILES	OX1R antagonist	CHT allo act
CC(OC(=O)c1ccc2c(=O)n3c(nc2c1)CCCCC3)C(N)=O (configuration not stated)	-10	i
COc1ccc(OC)c(S(=O)(=O)N2CCC(C(=O)NCc3ccccn3)CC2)c1	9	i
O=C(c1ccc[nH]1)N1O[C@@H]2C=C[C@H]1C2	7	·
CN1C(=O)C(=O)N(CC(=O)Nc2ccccc2OC(F)F)C1=O	7	·
O=C1N/C(=N\N=C\c2cccnc2)SC1Cc1ccc(SC(F)F)cc1 (configuration not stated)	-20	i
CC1=Nc2cc(C(=O)NCCCOC(C)C)ccc2Sc2ccccc21	-41	i
Cc1cccc(C(=O)N2CCC(c3nc(-c4ccc(S(=O)(=O)N5CCOCC5)cc4)no3)CC2)c1	-8	i
O=C(O)c1cc(NC(=O)c2ccc3c(c2)C(=O)N(Cc2ccccc2)C3=O)cc(C(=O)O)c1	1	i
Nc1c2c(nn1-c1ccc(C(=O)O)cc1)CNC2	-15	i
Cc1ccc(-c2nc3ccccc3c(C(=O)NCc3cccs3)c2C)cc1	-22	i
COc1ccc(-n2nc(C)c3c(=O)c4c([nH]c32)CCCC4)cc1	·	i
CNC(=O)c1[nH]cnc1C(=O)N[C@@H](Cc1ccccc1)C(=O)OCc1ccccc1	-28	i
Cc1cc(C)cc(C(=O)Nc2nnc(SCC(=O)NCC3CCCO3)s2)c1 (configuration not stated)	-21	i
CN(C)CCN1CC(C(=O)O)CC1=O (configuration not stated)	9	i
COc1ccc(CN2CCCC(C(=O)N3CCCC3)C2)c(OC)c1 (configuration not stated)	-15	i
Cc1ccc(C)c(N(C(=O)c2snc(C(N)=O)c2N)C(C(=O)NCC2CCCO2)c2cccs2)c1 (configuration not stated)	-31	i
O=C(/C=C/c1ccc(OC(F)F)cc1)Nc1cccc(S(=O)(=O)N2CCOCC2)c1	10	i
Oc1ccc(/C=N/NC2=NCCCCC2)cc1	0	i

Reprinted from the listing, five compounds:
SMILES	OX1R antagonist	CHT allo act
CN1C(=O)C(=O)N(CC(=O)Nc2ccccc2OC(F)F)C1=O	7	·
O=C1N/C(=N\N=C\c2cccnc2)SC1Cc1ccc(SC(F)F)cc1 (configuration not stated)	-20	i
CC1=Nc2cc(C(=O)NCCCOC(C)C)ccc2Sc2ccccc21	-41	i
Cc1cccc(C(=O)N2CCC(c3nc(-c4ccc(S(=O)(=O)N5CCOCC5)cc4)no3)CC2)c1	-8	i
O=C(O)c1cc(NC(=O)c2ccc3c(c2)C(=O)N(Cc2ccccc2)C3=O)cc(C(=O)O)c1	1	i
